S1P4 ag: human S1P4 receptor agonism | 0.35% of 220,000 active | activation, % at 4.98 µM | O95977 | AID 1509 | S1P4-expressing cell line, agonist reporter assay; in the data active = activation above about 11%;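 note: 0% = DMSO vehicle and 100% = reference agonist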
Target sequence (O95977 whole entry, looked up): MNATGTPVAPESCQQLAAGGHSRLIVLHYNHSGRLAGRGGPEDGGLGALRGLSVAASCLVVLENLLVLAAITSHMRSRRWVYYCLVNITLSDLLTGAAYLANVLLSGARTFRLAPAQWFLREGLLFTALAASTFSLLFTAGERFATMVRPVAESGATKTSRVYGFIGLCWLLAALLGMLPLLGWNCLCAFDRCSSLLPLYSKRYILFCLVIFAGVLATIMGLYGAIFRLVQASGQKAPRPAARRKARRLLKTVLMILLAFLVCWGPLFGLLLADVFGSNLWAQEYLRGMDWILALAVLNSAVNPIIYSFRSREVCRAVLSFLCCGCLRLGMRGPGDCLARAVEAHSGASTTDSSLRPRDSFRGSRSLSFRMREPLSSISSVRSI
NPY Y1 blocker: antagonists of human neuropeptide Y receptor Y1 | P25929 | HEK293-CNG Y1 cells, membrane potential fluorescence; NPY at EC95, then isoproterenol | inhibition, % at 3.6 µM | 1% of 200,000 active;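 active = inhibition above the campaign mean inhibition of all tested compounds plus 3 SD, cut at about 20% in these data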;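 note: 0% = DMSO wells given NPY plus isoproterenol and 100% = isoproterenol alone without NPY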
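Material: HEK293 Y1/CNG channel cell line | Also added: NPY (25 nM), isoproterenol (1 µM), Ro 20-1724 (25 µM) | Compound: One concentration, 3.6 µM, in 0.4% DMSO | Schedule: 3 h dye uptake, 1 h room-temperature compound, 45 min post-isoproterenol | Signal: Membrane-potential fluorescent dye readout | Read-out: % inhibition of NPY effect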
S1P4 antag: blocks the human S1P4 receptor; 0.26% of 220,000 active; S1P4-expressing cells, antagonist mode, reporter read-out; AID 1510; O95977; inhibition, % at 4.98 µM; in the data active = inhibition above about 29%;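 note: 0% = wells stimulated with agonist and 100% = vehicle wells without agonist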
BaF3 parental: counter-screen for JAK2V617F inhibitors: parental Ba/F3 viability inhibitors; inhibition, % at 5.6 µM; 1.1% of 220,000 active; CellTiter-Glo ATP luminescence;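 active = inhibition above a per-campaign cutoff, the mean inhibition of all tested compounds plus 3 SD, cut at about 27% in these data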;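 note: 0% = DMSO wells and 100% = JAK Inhibitor I control wells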
Runt-CBFb FRET: blocks binding of human RUNX1 Runt domain to CBFb; Cerulean-Runt/Venus-CBFb FRET ratio 530/480, 1 h; inhibition, % at 20 µM; 0.46% of 220,000 active;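 active = inhibition over about 50% at 20 µM in the single-dose screen, limit read from the data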;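 note: 0% = DMSO wells and 100% = excess unlabeled CBFb competitor control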
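Reagent – Venus-CBFb binding partner, 100 nM · Assay system – Cerulean-tagged RUNX1 Runt domain (FRET donor) fusion protein · Input – 100 nM per protein · Incubation – two 1 h room-temperature incubations shielded from light · Measured by – FRET fluorescence · Medium – Tris buffer pH 7.5 with salts and BSA · Benchmarks – unlabeled CBFb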
RBBP9 inhibitor: human RBBP9 hydrolase inhibition | recombinant RBBP9, FP-Rh probe fluorescence polarization | O75884 | 0.2% of 220,000 active | AID 1515 | inhibition, % at 7.94 µM;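 active = inhibition above the campaign mean of all tested compounds plus 3 SD, cut at about 14% in these data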;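 note: plate controls were DMSO wells with RBBP9 for no effect and wells lacking RBBP9 protein for full effect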
Target sequence (O75884 whole entry, looked up): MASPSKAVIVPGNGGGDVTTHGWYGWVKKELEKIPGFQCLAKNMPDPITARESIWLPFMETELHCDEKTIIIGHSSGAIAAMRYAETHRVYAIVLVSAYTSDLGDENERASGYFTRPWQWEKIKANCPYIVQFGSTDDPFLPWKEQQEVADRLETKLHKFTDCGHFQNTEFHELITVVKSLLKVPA
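Measured by – fluorescence polarization · Test system – RBBP9 protein · Input – 2.5 µM RBBP9 dispensing solution, before mixing · Measure – percent inhibition from mP, scaled between DMSO and no-protein wells · Benchmarks – DMSO-treated enzyme wells and wells lacking RBBP9 · Times – preincubation 30 min plus labeling 45 min at 25 °C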
Ba/F3 V617F tox: loss of viability in JAK2V617F-driven Ba/F3 cells; Ba/F3 EpoR-JAK2V617F viability, ATP luminescence; inhibition, % at 5.6 µM; 1.1% of 220,000 active; AID 1446;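 active = inhibition above the campaign mean plus 3 SD over all tested compounds, cut at about 24% in these data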;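 note: cytokine-independent growth of Ba/F3 cells driven by EpoR plus mutant JAK2; 0% = DMSO-treated cells and 100% = JAK inhibitor I control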
NPY1 pot ag: potentiators or agonists of human neuropeptide Y receptor Y1. NPY-Y1 expressing cells, potentiator/agonist activation. activation, % at 3.6 µM. 0.37% of 220,000 active. P25929; in the data active = activation above about 33%, passing the limit was not always enough;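 note: cells stimulated with NPY at EC10 then isoproterenol at EC100; 0% = low agonist plus stimulus and 100% = saturating agonist plus stimulus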
NPY-Y2 PAM-ag: human NPY-Y2 potentiation or agonism, primary screen; 0.45% of 220,000 active; AID 1359; P49146; activation, % at 3.6 µM; cells expressing NPY-Y2, potentiator/agonist read-out; in the data active = activation above about 27%;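 note: cells stimulated with NPY near EC25 plus isoproterenol at EC100; 0% = vehicle plus submaximal agonist and 100% = vehicle plus saturating agonist; some results beyond the cut were filed as inactive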
Target sequence (P49146 whole entry, looked up): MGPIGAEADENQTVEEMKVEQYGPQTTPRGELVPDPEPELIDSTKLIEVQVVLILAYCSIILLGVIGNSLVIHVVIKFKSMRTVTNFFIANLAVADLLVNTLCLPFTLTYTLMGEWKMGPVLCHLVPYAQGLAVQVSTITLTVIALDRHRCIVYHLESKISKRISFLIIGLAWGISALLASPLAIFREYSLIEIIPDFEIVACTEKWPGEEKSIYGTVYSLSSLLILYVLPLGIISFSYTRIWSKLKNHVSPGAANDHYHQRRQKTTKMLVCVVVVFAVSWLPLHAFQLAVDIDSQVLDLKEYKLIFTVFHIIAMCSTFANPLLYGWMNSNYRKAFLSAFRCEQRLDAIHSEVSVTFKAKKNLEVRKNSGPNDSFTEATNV
* marks the source's active call; other numbers are inactive results; / = no result given.

SMILES	S1P4 ag	NPY Y1 blocker	S1P4 antag	BaF3 parental	Runt-CBFb FRET	RBBP9 inhibitor	Ba/F3 V617F tox	NPY1 pot ag	NPY-Y2 PAM-ag
COc1ccc(NS(=O)(=O)/C=C/c2ccc(OC)c(OC)c2)cc1	-2.0	0	-5	8	-2	0	3	-5	-6
O=[N+]([O-])c1ccc(-c2cc(-c3ccncc3)nc3ccc4ccccc4c23)cc1	0.9	0	3	-3	-1	-12	-1	-21	7
Brc1ccc(-c2cn3c(n2)SCC3)cc1	2.7	-2	1	1	4	-6	-1	17	14
C=CCOC(=O)C(=O)/C=C/c1coc2ccccc2c1=O	-0.5	1	7	-5	-4	-2	-2	12	2
O=C(Cn1cnc([N+](=O)[O-])n1)N/N=C/c1cccc(Cl)c1	0.5	-1	-1	4	/	-2	3	7	2
Cc1ccc(N2C(=O)NC(NC(=O)C(C)(C)C)(C(F)(F)F)C2=O)cc1 (configuration not stated)	-0.5	8	-8	-2	2	-7	-4	3	5
CCOC(=O)c1cc(NC(=O)NCc2ccco2)c(C)nc1C	0.7	5	-11	3	0	-5	1	-8	14
COc1ccc2nc3ccccc3nc2c1NC(=O)c1ccc(Cl)cc1Cl	1.2	2	-10	1	-419	3	-4	13	-7
COc1cccc(N(CC(=O)Nc2ccccc2C)S(C)(=O)=O)c1	-0.2	-3	-9	0	0	5	-7	18	-14
NS(=O)(=O)c1ccc(CNS(=O)(=O)c2cc(C(=O)O)ccc2Cl)cc1	0.4	0	-20	-1	1	-3	-6	-1	-1
O=S(=O)(NC1=NCCCCC1)c1ccc2ccccc2c1	0.6	-5	7	5	-2	4	-1	20	11
CCOC(=O)c1c(-c2ccccc2)csc1NC(=O)C1CCCO1 (configuration not stated)	3.2	2	-8	-1	7	4	-4	-18	-5
O=C(COC(=O)Cc1ccccc1[N+](=O)[O-])NCc1ccc(F)cc1	2.1	-2	-23	1	-2	-6	3	-20	-3
Cc1ccc2[nH]c(=O)c(C(c3nnnn3C(C)(C)C)N3CCN(C(=O)c4ccco4)CC3)cc2c1 (configuration not stated)	1.7	-6	-20	7	/	-5	-2	-6	12
CS(=O)(=O)N(CCc1ccccc1)CC(=O)N1CCN(c2ccccc2)CC1	0.0	-2	-10	6	0	-1	1	-26	-1

Quoted from the entries so far for reference:
SMILES	S1P4 ag	NPY Y1 blocker	S1P4 antag	BaF3 parental	Runt-CBFb FRET	RBBP9 inhibitor	Ba/F3 V617F tox	NPY1 pot ag	NPY-Y2 PAM-ag
O=S(=O)(NC1=NCCCCC1)c1ccc2ccccc2c1	0.6	-5	7	5	-2	4	-1	20	11
CCOC(=O)c1c(-c2ccccc2)csc1NC(=O)C1CCCO1 (configuration not stated)	3.2	2	-8	-1	7	4	-4	-18	-5
O=C(COC(=O)Cc1ccccc1[N+](=O)[O-])NCc1ccc(F)cc1	2.1	-2	-23	1	-2	-6	3	-20	-3
Cc1ccc2[nH]c(=O)c(C(c3nnnn3C(C)(C)C)N3CCN(C(=O)c4ccco4)CC3)cc2c1 (configuration not stated)	1.7	-6	-20	7	/	-5	-2	-6	12
CS(=O)(=O)N(CCc1ccccc1)CC(=O)N1CCN(c2ccccc2)CC1	0.0	-2	-10	6	0	-1	1	-26	-1

Next part
SMILES	S1P4 ag	NPY Y1 blocker	S1P4 antag	BaF3 parental	Runt-CBFb FRET	RBBP9 inhibitor	Ba/F3 V617F tox	NPY1 pot ag	NPY-Y2 PAM-ag
O=C(Cn1cnc2ccccc2c1=O)NC1CCCc2ccccc21 (configuration not stated)	-1.3	-2	2	1	0	-8	-3	-8	19
CCOC(=O)C1=C(C)NC(=O)/C1=C\N(C)C	-0.5	-2	-2	5	-3	-1	2	-7	6
COC(=O)c1sccc1N/N=C/c1cccc(Oc2ccccc2)c1	1.0	3	-23	4	1	-5	0	10	13
Cc1cccc(N2C(=O)C(Cl)=C(N3CCOCC3)C2=O)c1	1.6	/	-1	-2	51*	-1	4	-28	-24
Cc1ccc(C)c(C(=O)CSc2nnnn2C(C)C)c1	-0.8	13	-18	2	-2	-2	3	1	-1
Cc1ccc(NC(=O)NC(=O)c2cnccc2C(F)(F)F)c(C)c1	0.9	/	-9	-2	-2	-8	3	5	-13
Cc1ccc(OCc2nc(-c3cccs3)no2)c([N+](=O)[O-])c1	0.4	10	-8	2	-1	-2	3	1	-9
CC(C)CCNC(=O)Cn1cc2c(n1)CCCCC2	0.6	-6	-1	1	-2	-5	1	-18	7
COc1ccc(-c2noc(CCC(=O)NC3CCCCC3)n2)cc1OC	-1.7	3	-4	3	2	-5	-4	32	2
O=C(C1CC(c2ccccc2O)=NO1)N1CCCC1 (configuration not stated)	1.0	1	6	4	0	2	-2	-9	3
Cn1ncc2c(Nc3ccccc3Cl)nc(Nc3ccccc3Cl)nc21	1.4	/	-12	8	-1	-16	2	-25	-15
COc1ccc(-c2ccc(=O)n(CC(=O)Nc3ccc4c(c3)OCCO4)n2)cc1	2.4	7	-9	5	-3	-7	-4	-6	-2
C[C@@H]1NC(=O)c2cc([N+](=O)[O-])cc(I)c2OCC[C@@H](C(=O)NC(CC(=O)O)C(N)=O)NC(=O)[C@H](CC(N)=O)NC1=O (some centres not stated)	1.2	-2	3	8	0	-4	7	3	-13
O=S(=O)(NNc1nccc(C(F)(F)F)n1)c1cccc(Cl)c1Cl	0.3	/	-3	-2	20	1	-3	8	15
COC(=O)CN1C(=O)Nc2ccc(Br)cc2C1c1ccccc1Cl (configuration not stated)	1.6	-6	-1	1	-2	-3	-3	9	1
CCOc1ccc(Br)cc1S(=O)(=O)Nc1ccc(NC(=O)c2ccccc2C)cc1	1.9	0	-5	1	-2	-9	2	27	18
CNC(=S)N/N=C/c1ccc2c(c1)OCCO2	2.0	-2	-15	0	0	-3	-6	-3	-5
O=C(NC(=S)Nc1ccccc1N1CCOCC1)c1ccc([N+](=O)[O-])cc1	0.1	5	-14	1	1	8	-6	-1	6
CCc1ccc(C(=O)COC(=O)c2cccs2)cc1	-0.4	1	-6	5	-1	1	-1	15	-5
O=C1C2ON(c3ccccc3)C(c3cccnc3)C2C(=O)N1Cc1ccccc1 (configuration not stated)	0.2	-4	-7	11	-3	-2	5	6	-7
O=C1CC(c2ccccc2)CC(O)=C1C=NCCN1CCN(C(=O)Nc2ccccc2)CC1 (configuration not stated)	1.6	5	-26	2	0	10	1	-1	8
Cc1nn(CC(=O)NCC2CCCO2)c(=O)c2ccccc12 (configuration not stated)	1.0	-5	-12	11	1	2	-1	4	3
Cn1nc([N+](=O)[O-])nc1Sc1cccc2cccnc12	1.3	2	-7	-4	3	-9	1	3	-1
O=S1(=O)CCC(N2CCOCC2)C1 (configuration not stated)	2.9	-1	-8	-1	0	-4	-4	5	8
Cc1ccc2c(c1)N(C(=O)CCC(=O)N1CCc3ccccc3C1)CCO2	1.3	-1	-10	1	-3	5	-5	8	-2
Cc1cc(NCCCN(C)C)n2nc(-c3cccs3)cc2n1	0.1	9	6	4	-2	-1	0	-18	-12
O=C(Nc1cc(C(F)(F)F)ccc1N1CCOCC1)c1ccccc1F	1.9	11	2	1	-1	-3	1	-39	-16
CCC(Sc1nc2cc(OC)c(OC)cc2c(=O)n1Cc1ccco1)C(=O)NCCOC (configuration not stated)	-1.6	-4	-10	10	0	0	3	0	-21
Nc1ncnc2c1ncn2CCN1CCOCC1	-1.6	-7	-17	6	0	-2	-1	4	16
CC(=O)C1C(c2ccc(Br)cc2)c2c(noc2C)CC1(C)O (configuration not stated)	2.1	/	16	0	1	0	3	-9	1
CC1=NNC(=O)C1CC(=O)N/N=C/C(C)=C/c1ccccc1 (configuration not stated)	-0.7	4	0	6	-1	-1	0	-2	-6
CCOCCSc1nc2c(c(-c3cccs3)c1C#N)CC/C2=C/c1cccs1	3.9	-3	3	1	0	3	-4	4	0
O=C(COc1ccccc1Br)NC1CCCC1	-1.6	-4	-16	4	-2	-3	-4	15	6
CCCCCCCCNC(=O)CCNC(=O)c1ccc(C(C)(C)C)cc1	0.0	4	-8	0	-13	1	-4	-4	-7
CC(C)(C)CC(=O)NCc1ccc(F)cc1	-3.8	2	15	2	2	-1	-2	-9	-12
CC1CN(C(=O)c2ccc3c(c2)OCO3)OC(c2ccccc2)O1 (configuration not stated)	3.0	0	-10	0	-1	-6	-3	9	-4
CCOC(=O)c1cc2sccc2n1CC(=O)Nc1ccc(OC)cc1OC	1.0	7	9	4	0	-4	-1	-21	8
CC1(C(=O)NCc2ccc(F)cc2)Oc2ccccc2NC1=O (configuration not stated)	0.2	-3	8	6	0	-1	0	-6	11
Cc1scc(C(=O)N/N=C/c2ccc(OCC(C)C)cc2)c1C	-0.2	19	6	4	-1	0	-1	-43	-13
O=C(N1CCOCC1)N1CCC(c2nc(-c3ccc(S(=O)(=O)N4CCOCC4)cc3)no2)CC1	-0.7	-4	5	2	1	5	-4	-1	12
CCC(=O)N1CCc2cc(S(=O)(=O)NCCC(=O)Nc3cc(C)cc(C)c3)ccc21	-1.9	3	7	4	-2	-3	-1	-5	-11
Cc1ccc(C2(C)NC(=O)N(CCOc3ccccc3)C2=O)cc1 (configuration not stated)	-1.5	2	1	8	0	-3	1	-3	-20
O=C(Nc1ccccc1)c1ccc(NCCN2CCOCC2)c(S(=O)(=O)N2CCOCC2)c1	-0.8	4	-3	5	-9	-4	-3	-27	5
O=C(CCc1ccccc1)NC(NC(=S)Nc1ccc(Cl)cc1)C(Cl)(Cl)Cl (configuration not stated)	-1.1	-7	4	9	1	-11	4	31	-1
COc1ccc(-c2cc(C(=O)N/N=C/c3ccc4c(c3)OCO4)c3ccccc3n2)c(OC)c1	-0.5	4	-5	5	-2	-13	4	-25	-15
Cc1nc(C(=O)NNC(=O)c2ccccc2)c(C(F)(F)F)o1	1.1	/	-6	7	1	-9	-4	11	-2
CCc1cc2c(SCC(=O)Nc3ncc(Cl)c(C)c3Cl)ncnc2s1	-1.5	6	-19	3	-2	-1	-1	-19	2
CCOC(=O)c1cc(-c2ccc(C)c([N+](=O)[O-])c2)nc2c1c(=O)n(C)c(=O)n2C	1.4	2	-13	4	1	-5	0	0	10
Cc1cnc(Nc2nc3ccccc3o2)nc1C(=O)Nc1cccc(C(F)(F)F)c1	1.2	4	1	3	0	-5	-2	-7	-4
O=C(COC(=O)c1ccccc1O)Nc1ncc(Cl)cc1Cl	0.4	-1	-1	0	0	-2	-1	2	-3
O=c1[nH]c2cc3c(cc2cc1C(c1nnnn1CC1CCCO1)N1CCCCCC1)OCCO3 (configuration not stated)	1.6	6	-13	2	-2	-5	2	-19	-17
Cc1cccc(C)c1NC(=S)NNc1ncc(C(F)(F)F)cc1Cl	-2.5	3	7	2	9	-8	-2	7	4

Screening data (PubChem BioAssay)
